Pf Dd2 growth: P. falciparum Dd2 growth inhibitors, primary screen, SYBR Green fluorescence, single dose replicates; 72 h; stronger effect = lower value; activity change, % at 10 µM; 2.3% of 94,000 active; AID 1159554, 2015; in the data active means activity change below about -80%; inconclusive means no clear call, values can overlap the other calls
Tcruzi prolif: T. cruzi intracellular proliferation inhibitors, primary screen, cell-based, beta-gal Tulahuen parasites, NIH3T3 host, luminescence | T. cruzi beta-gal in NIH3T3, GalScreen luminescence, 90 h | inhibition, % at 8.34 µM | 5.9% of 77,000 active | AID 624255, 2012;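 active means mean inhibition above about 93%, with at least 55% of replicates each passing it, limit read from the data, passing the limit was not always enough; inconclusive means only one of those two conditions holds; inactive means neither condition holds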
GASC1 inh: inhibitors of GASC-1 (KDM4C) histone demethylase, primary screen, biochemical, single concentration HTS. AID 720574, 2013. inhibition, % at 12.5 µM. 0.15% of 96,000 active. GST-KDM4C 2-372, H3K9me3 peptide, LANCE TR-FRET. Lysine-specific demethylase 4C (Homo sapiens), Q9H3R0;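 active means mean replicate inhibition above about 25%, with at least 55% of replicates also reaching it, limit read from the data, passing the limit was not always enough; inconclusive means only one of those two conditions met; inactive means neither condition met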
Target sequence (Q9H3R0 2-372 limits assumed): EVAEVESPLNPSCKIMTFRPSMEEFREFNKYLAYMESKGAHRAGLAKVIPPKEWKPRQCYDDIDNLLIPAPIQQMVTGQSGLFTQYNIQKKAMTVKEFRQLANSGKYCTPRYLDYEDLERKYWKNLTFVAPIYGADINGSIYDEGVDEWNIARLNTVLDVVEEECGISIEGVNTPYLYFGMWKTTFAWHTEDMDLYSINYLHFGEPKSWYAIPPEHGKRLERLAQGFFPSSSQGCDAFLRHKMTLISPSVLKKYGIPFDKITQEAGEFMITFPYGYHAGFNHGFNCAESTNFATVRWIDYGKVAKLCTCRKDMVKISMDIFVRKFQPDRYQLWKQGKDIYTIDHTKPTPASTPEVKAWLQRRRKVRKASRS
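Test system – GST-tagged GASC-1 (JMJD2C) catalytic fragment, aa 2-372 · Medium – HEPES buffer, pH 7.5, plus ascorbate · Reagent – H3K9me3 peptide with Fe(II)/2OG · Compound – one test concentration per compound · Timing – 30 min reaction, 60 min detection, RT · Technique – TR-FRET with Eu antibody and ULight streptavidin, EDTA stop · Read-out basis – inhibition from TR-FRET ratio decrease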
C diff growth: C. difficile growth inhibitors, primary screen, HTS. Clostridium difficile clinical isolate growth, OD600, 24 h; stronger effect = lower value. AID 1259249, 2017. 0.25% of 86,000 active. growth activity, negative = inhibition, % at 16 µg/mL (by protocol);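 active means mean growth activity at or below -80% and every replicate also at or below -80%; inconclusive means mean at or below -80% but some replicate above -80%; inactive means mean growth activity above -80%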;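 further: 0% = DMSO wells and -100% = levofloxacin 16 µg/mL wells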
Active calls of the source: *; u = inconclusive; x = not tested or not shown; & = joins results of further samples.

The line under a structure holds: Pf Dd2 growth	Tcruzi prolif	GASC1 inh	C diff growth
C[C@H](CO)N1C[C@H](C)[C@@H](CN(C)C(=O)Nc2ccc(C(F)(F)F)cc2)Oc2ccc(NC(=O)C3CC3)cc2C1=O
    -9	-17	-0.2	-19
CN(C)C(=O)C[C@@H]1CC[C@@H]2[C@H](COC[C@@H](O)CN2C(=O)C2CCCC2)O1
    33	-25	-4.0	13&-4
COc1ccc(CNC(=O)C[C@H]2C=C[C@H](NS(=O)(=O)c3cccc(OC)c3)[C@H](CO)O2)cc1
    11	x	-0.8	-9
O=C(NCc1cccc(F)c1)[C@@H]1[C@@H](CO)[C@@H]2Cn3c(ccc(-c4ccncc4)c3=O)[C@H]1N2CC1CC1
    4	31	-1.8	-4
C[C@H]1CN([C@@H](C)CO)S(=O)(=O)c2ccc(-c3ccc(F)cc3)cc2O[C@@H]1CN(C)C(=O)C1CCC1
    -35	55	-0.2	x
C[C@H]1CN([C@@H](C)CO)C(=O)Cc2cc(NS(=O)(=O)c3ccc(F)cc3)ccc2O[C@@H]1CN(C)Cc1ccc(C(F)(F)F)cc1
    7	95	2.4	27
C[C@@H]1CN([C@@H](C)CO)C(=O)c2cc(/C=C/c3ccccc3)cnc2O[C@@H]1CN(C)S(=O)(=O)c1ccc(F)cc1
    -27	67	x	-2
C[C@@H]1CN([C@@H](C)CO)C(=O)c2cc(NS(C)(=O)=O)ccc2O[C@@H](C)CCCCO[C@H]1CN(C)Cc1ccncc1
    x	27	x	-2
COc1ccccc1-c1ccc2c(c1)O[C@H](CN(C)C(=O)c1ccncc1)[C@H](C)CN([C@H](C)CO)S2(=O)=O
    4	55	1.8	-1
CCC(=O)Nc1ccc2c(c1)C(=O)N(C)C[C@@H](OC)[C@H](C)CN(C(=O)CC1CC1)[C@@H](C)CO2
    75	-12	0.6	x
CNC[C@H]1Oc2c(NC(=O)C3CCOCC3)cccc2C(=O)N([C@H](C)CO)C[C@H]1C
    31	41	1.1	-5
C/C=C/c1ccc([C@@H]2[C@H](CO)N(C(=O)CC)[C@H]2CNC(=O)C2CC2)cc1
    9	53	1.7	17
C[C@H](CO)N1C[C@H](C)[C@H](CN(C)Cc2ccc(Cl)c(Cl)c2)Oc2ccc(NC(=O)Nc3ccc4c(c3)OCO4)cc2CC1=O
    -21	70	-0.4	-2
O=C(c1ccccn1)N1C[C@H]2[C@@H](c3ccccc31)[C@H](CO)N2C(=O)Nc1ccccc1F
    1	13	-1.2	-3
Cn1cnc(S(=O)(=O)N2CC[C@@H]3[C@H]2c2cc(C#Cc4ccccc4)ccc2N[C@@H]3CO)c1
    17	40	0.3	5
O=C(C1CC1)N1CCCCN2[C@H](C1)[C@@H](c1ccc(C#CC3CCCC3)cc1)[C@@H]2CO
    2	54	-1.2	-8
CC(=O)N1CC(=O)N2[C@@H](CO)[C@H](c3ccc(-c4ccc(C(=O)N(C)C)cc4)cc3)[C@@H]2C1
    26	x	-0.3	-2
Cc1noc(C)c1S(=O)(=O)Nc1ccc2c(c1)C(=O)N([C@H](C)CO)C[C@H](C)[C@H](CN(C)S(=O)(=O)c1cccs1)OCCCC[C@@H](C)O2
    -21	20	-0.1	-7
COc1ccc(-c2ccc([C@H]3[C@H]4CN(C(=O)NC(C)C)CC(=O)N4[C@H]3CO)cc2)cc1
    -23	x	0.5	4
C[C@@H]1CN([C@@H](C)CO)S(=O)(=O)c2ccc(/C=C/c3ccccc3)cc2O[C@H]1CN(C)C(=O)c1ccc2c(c1)OCO2
    -87*	118*	x	5

One compound at a time (already shown):
`C[C@@H]1CN([C@@H](C)CO)C(=O)c2cc(/C=C/c3ccccc3)cnc2O[C@@H]1CN(C)S(=O)(=O)c1ccc(F)cc1` is entered as Pf Dd2 growth = -27; Tcruzi prolif = 67; GASC1 inh = x; C diff growth = -2
`Cn1cnc(S(=O)(=O)N2CC[C@@H]3[C@H]2c2cc(C#Cc4ccccc4)ccc2N[C@@H]3CO)c1` is entered as Pf Dd2 growth = 17; Tcruzi prolif = 40; GASC1 inh = 0.3; C diff growth = 5

(further entries)
The line under a structure holds: Pf Dd2 growth	Tcruzi prolif	GASC1 inh	C diff growth
COc1ccc2c3c(n(C)c2c1)[C@H](CO)N(Cc1cccc(F)c1)CC31CN(C(=O)Cc2ccccc2)C1
    u	x	-0.9	31
Cc1ccc(S(=O)(=O)N(C)C[C@H]2OCCCC[C@@H](C)Oc3ccc(NS(=O)(=O)c4c(C)noc4C)cc3C(=O)N([C@H](C)CO)C[C@H]2C)cc1
    -77	91	-1.0	-9
C[C@@H]1CN([C@@H](C)CO)C(=O)c2cc(NS(C)(=O)=O)ccc2O[C@H]1CN(C)Cc1ccc(Oc2ccccc2)cc1
    -11	24	1.4	-2
CC=Cc1ccc2n(c1=O)C[C@@H]1[C@@H](CO)[C@H](C(=O)NCCC)[C@H]2N1S(=O)(=O)c1cn(C)cn1 (mixture of isomers)
    4	5	-1.4	-3
Cc1noc(C)c1NC(=O)N(C)C[C@@H]1Oc2ccc(NC(=O)C3CC3)cc2C(=O)N([C@@H](C)CO)C[C@@H]1C
    -2	-2	1.4	0
C/C=C/c1ccccc1[C@@H]1[C@@H](C#N)N(C(=O)c2cccnc2)[C@H]1CO
    19	x	0.9	5
O=C(C[C@@H]1C[C@@H]2c3cc(NC(=O)NC4CCCC4)ccc3O[C@@H]2[C@@H](CO)O1)NCc1cc(F)ccc1F
    -13	5	-1.3	2
CC(C)(C)[S@@](=O)N1Cc2cc(C(=O)NCc3ccc4c(c3)OCO4)nc(-c3cccc(-c4ccncc4)c3)c2[C@H]1CCO
    -37	94	-0.5	x
C[C@H](CO)N1C[C@H](C)[C@H](CN(C)S(C)(=O)=O)Oc2cc(C#Cc3ccc(F)cc3)ccc2S1(=O)=O
    -26	115*	7.7	11
CC(C)NC(=O)Nc1ccc2c(c1)C(=O)N([C@H](C)CO)C[C@H](C)[C@H](CN(C)S(=O)(=O)c1cccs1)OCCCC[C@H](C)O2
    x	x	-0.9	6
COc1cccc(NC(=O)N(C)C[C@H]2OCc3ccccc3-c3ccccc3C(=O)N([C@H](C)CO)C[C@@H]2C)c1
    -11	-8	0.3	0
C[C@H]1CN([C@@H](C)CO)C(=O)Cc2cc(NC(=O)Nc3ccccc3)ccc2O[C@@H]1CN(C)Cc1ccc(C(=O)O)cc1
    12	-14	-1.7	-2
O=C(C[C@H]1CC[C@@H]2[C@H](COC[C@H](O)CN2C(=O)c2ccccc2)O1)Nc1ccc(-c2ccccc2)cc1
    3	51	-1.0	6
CCCC(=O)Nc1ccc2c(c1)C(=O)N(C)C[C@H](OC)[C@H](C)CN(C(C)=O)[C@@H](C)CO2
    8	-16	2.5	-4
CCC(=O)N[C@@H]1C=C[C@H](CC(=O)NCc2ccccc2OC)O[C@H]1CO
    1	-50	0.8	-1
Cc1ccccc1-c1ccccc1[C@H]1[C@@H](C#N)N(C(=O)c2cccc(F)c2)[C@@H]1CO
    -57	x	-1.7	-2
C[C@@H]1CN([C@H](C)CO)C(=O)c2cc(C#Cc3ccccc3F)cnc2O[C@@H]1CN(C)S(C)(=O)=O
    13	8	-2.8	x
C[C@H]1CN([C@@H](C)CO)S(=O)(=O)c2ccc(-c3ccccc3)cc2O[C@@H]1CN(C)Cc1ccccn1
    -53	14	0.3	-5
COc1ccc(S(=O)(=O)Nc2ccc3c(c2)C(=O)N([C@H](C)CO)C[C@H](C)[C@H](CN(C)S(=O)(=O)c2c(C)noc2C)OCCCC[C@H](C)O3)cc1
    -53	28	-0.4	-3
C[C@H](CO)N1C[C@H](C)[C@@H](CN(C)Cc2ccc3c(c2)OCO3)Oc2ccc(NS(=O)(=O)c3ccc(F)cc3)cc2CC1=O
    u	87	0.7	6

Two entries from above, field by field:
Cc1noc(C)c1NC(=O)N(C)C[C@@H]1Oc2ccc(NC(=O)C3CC3)cc2C(=O)N([C@@H](C)CO)C[C@@H]1C
- Pf Dd2 growth = -2
- Tcruzi prolif = -2
- GASC1 inh = 1.4
- C diff growth = 0
C[C@H](CO)N1C[C@H](C)[C@H](CN(C)S(C)(=O)=O)Oc2cc(C#Cc3ccc(F)cc3)ccc2S1(=O)=O
- Pf Dd2 growth = -26
- Tcruzi prolif = 115*
- GASC1 inh = 7.7
- C diff growth = 11

(listing goes on)
smiles	Pf Dd2 growth	Tcruzi prolif	GASC1 inh	C diff growth
C[C@H](CO)N1C[C@H](C)[C@@H](CN(C)Cc2ccccc2)Oc2ncc(-c3ccccc3)cc2C1=O	5	3	-1.0	2
C[C@@H]1CN([C@H](C)CO)C(=O)c2cccc(NS(C)(=O)=O)c2O[C@@H]1CN(C)C(=O)NC1CCCCC1	6	x	-0.9	2
CCCC(=O)N1CC2(C1)CN(C(=O)Cc1ccccn1)[C@H](CO)c1[nH]c3cc(OC)ccc3c12	3	x	-0.7	-4
C[C@@H]1CN([C@H](C)CO)C(=O)Cc2cc(NS(=O)(=O)c3cccs3)ccc2O[C@H]1CN(C)CC1CC1	12	-7	1.0	-1
CN1C(=O)c2cc(NC(=O)c3ccc(F)cc3)ccc2OC[C@H]2O[C@H](CC(=O)NCC3CCCCC3)CC[C@H]21	-37	38	-4.4	3
COc1ccccc1NC(=O)N1CC[C@@H]2[C@@H](CO)N(C)c3ccc(-c4ccc(F)cc4)cc3[C@@H]21	22	86	-1.6	55
COCC#Cc1ccc2c(c1)O[C@H](CN(C)Cc1ccc3c(c1)OCO3)[C@@H](C)CN([C@@H](C)CO)S2(=O)=O	-59	x	3.8	3
C[C@@H]1CN([C@@H](C)CO)C(=O)Cc2cc(NC(=O)Nc3cccc4ccccc34)ccc2O[C@H]1CN(C)S(=O)(=O)c1cn(C)cn1	1	8	-0.5	-5
CN(C)CC#Cc1cccc(-c2nc(C(=O)NCc3ccc4c(c3)OCO4)cc3c2[C@H](CCO)N(S(=O)C(C)(C)C)C3)c1 (stereo partly specified)	x	95	x	-3
O=C(Nc1ccccc1F)N[C@@H]1CC[C@@H](CCNC(=O)C2CCCC2)O[C@H]1CO	-8	x	-1.6	-6
C[C@H]1CN([C@@H](C)CO)C(=O)c2cc(C#CC3(O)CCCC3)cnc2O[C@@H]1CN(C)C(=O)Cc1ccncc1	-8	0	-0.8	-4
C[C@@H](NC(=O)C[C@H]1CC[C@@H]2[C@H](COC[C@H](O)CN2C(=O)Nc2cc(Cl)cc(Cl)c2)O1)c1ccccc1	9	-51	-0.6	x
O=C(C[C@H]1CC[C@@H](NC(=O)c2ccncc2)[C@H](CO)O1)NCC1CC1	x	x	-0.9	-1
Cc1ccc(S(=O)(=O)NCC[C@@H]2CC[C@@H](NC(=O)c3cccc(F)c3)[C@@H](CO)O2)cc1	13	22	0.3	x
CCC(=O)NC[C@H]1[C@H](c2ccc(C3=CCCC3)cc2)[C@@H](CO)N1C(=O)C1CC1	-11	44	0.4	-1
COCCNC(=O)C[C@H]1CC[C@H]2[C@@H](COc3ccc(NC(C)=O)cc3C(=O)N2C)O1	44	x	-0.5	2
C[C@@H](NC(=O)C[C@@H]1CC[C@@H](NC(=O)C2CC2)[C@H](CO)O1)c1ccccc1	26	x	-1.5	8
O=C(Nc1cccc(F)c1)N[C@@H]1CC[C@H](CCn2cc(Cc3ccccc3)nn2)O[C@@H]1CO	-56	21	1.3	-5
C[C@@H](NC(=O)[C@H]1[C@H](CO)[C@H]2Cn3c(cccc3=O)[C@@H]1N2C(=O)C1CCC1)c1ccccc1	x	-11	-4.0	-6
C[C@H]1CN([C@@H](C)CO)C(=O)c2cc(NC(=O)C3CC3)ccc2O[C@H]1CN(C)S(=O)(=O)c1ccc(F)cc1	5	6	4.7	6
COc1ccc(S(=O)(=O)N(C)C[C@H]2OCCCC[C@@H](C)Oc3ccc(NC(=O)CCC(F)(F)F)cc3C(=O)N([C@@H](C)CO)C[C@H]2C)cc1	-56	101	-0.8	5
O=C(C[C@@H]1CC[C@@H](NS(=O)(=O)c2ccccc2)[C@H](CO)O1)N1CCC(Cc2ccccc2)CC1	-14	x	0.5	-8

High-throughput results deposited in PubChem BioAssay by Broad Institute.
